Pf growth 96h = P. falciparum growth inhibition at 96 hour, primary screen for plastid delayed-death inhibitors; P. falciparum luciferase reporter growth, 96 h; AID 504834; Potency, µM (highest dose often 28.7 µM), inactives show at the top dose activity change, negative = inhibition, actives largely listed as inhibitors; 320,000 tested, 6.9% active; note: potency is the fitted concentration of half-maximal effect; % is set by controls: 0 for no effect and ±100 for the full control effect
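Erythrocytes infected with luciferase-expressing P. falciparum were dispensed at 2% hematocrit and 0.05% parasitemia (final), then incubated with compounds 96 hours at 37 C in 5% CO2. Luminescence after detection reagent addition reported growth.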
Cycloheximide cs = affects cycloheximide protein synthesis inhibition readout, counter-screen; 300,000 tested, 12% active; AID 2314; max response, %; cell reporter, cycloheximide protein synthesis inhibition counterscreen; in the data active = max response mostly above about 13%, no sharp cut-off; inactive = mostly below about 14%; note: read at 38.3 µM for the half of the compounds with a filed dose; 0% is about no effect
Pf growth 48h = inhibits P. falciparum growth in the first generation, 48 h; P. falciparum luciferase growth in erythrocytes, 48 h; Potency, µM (highest dose often 28.7 µM), without a hit: at the top dose activity change, negative = inhibition, hits mostly inhibitors; 310,000 tested, 5.9% active; AID 504832; note: potency is the fitted concentration of half-maximal effect; % is set by controls: 0 for no effect and ±100 for the full control effect
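Here the parasites carry a stable luciferase gene and grow inside erythrocytes in Albumax-based RPMI medium with compound for one erythrocytic cycle. Activity is scored as loss of luminescent signal.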
AmpC no deterg = AmpC beta-lactamase inhibition without detergent. AmpC nitrocefin hydrolysis, absorbance 480 nm, 0.0001% Triton. AID 485341. P00811. Potency, µM (doses to about 57.1 µM), for the others: at the highest dose activity change, negative = inhibition, actives largely listed as inhibitors. 330,000 tested, 0.52% active;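 note: potency is the fitted concentration of half-maximal effect; plate controls were no compound for no effect and no enzyme for full effect; nearly all actives have a fitted effect of over 20% in size; some results filed as inactive show a strong effect at the top dose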
Target sequence (P00811 whole entry, looked up): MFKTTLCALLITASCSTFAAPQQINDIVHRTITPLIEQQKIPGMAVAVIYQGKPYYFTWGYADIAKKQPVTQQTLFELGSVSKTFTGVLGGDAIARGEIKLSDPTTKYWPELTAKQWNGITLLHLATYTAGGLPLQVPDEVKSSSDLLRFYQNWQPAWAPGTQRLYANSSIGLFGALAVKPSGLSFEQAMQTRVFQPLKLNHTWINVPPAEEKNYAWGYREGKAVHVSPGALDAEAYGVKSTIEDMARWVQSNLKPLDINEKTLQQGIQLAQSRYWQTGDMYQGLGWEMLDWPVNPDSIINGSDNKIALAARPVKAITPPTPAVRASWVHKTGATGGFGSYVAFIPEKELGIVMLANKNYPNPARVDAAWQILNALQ
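20 mM phosphate pH 7.0 + 0.01% (detergent screen) or 0.0001% Triton X-100; 5.3 nM AmpC reagent; cpd preinc 15 min RT; nitrocefin (800 uM stock) to start; A480 q20 s × 4 min; Activity was normalised to no-enzyme and no-compound control wells.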
TbPYK inhibitor = blocks Trypanosoma brucei pyruvate kinase. 410,000 tested, 0.12% active. AID 624173. Potency, µM (highest dose often 76.8 µM), for inactives: top-dose activity, negative = inhibition, hits mostly inhibitors. TbPYK enzyme, Kinase-Glo Plus ATP luminescence, 45 min; note: potency is the fitted concentration of half-maximal effect; % is set by controls: 0 for no effect and ±100 for the full control effect; nearly all actives have a fitted effect of over 50% in size
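TbPYK + substrate in 50 mM TEA pH 7.2, 100 mM KCl, 10 mM MgCl2, 0.05% BSA, 0.01% Tween-20; cpd pinned; ADP 130 uM final; 45 min RT; Kinase-Glo Plus 10 min; luminescence endpoint.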
LmPK inh = LmPK (Leishmania mexicana) enzyme inhibition. Q27686. purified LmPK, Kinase-Glo ATP luminescence, 1 h. Potency, µM (top dose mostly 57.5 µM), for inactives: at the top dose activity change, negative = inhibition, hits mostly inhibitors. 290,000 tested, 0.37% active; note: potency is the fitted concentration of half-maximal effect; % is set by controls: 0 for no effect and ±100 for the full control effect
Target sequence (Q27686 whole entry, looked up): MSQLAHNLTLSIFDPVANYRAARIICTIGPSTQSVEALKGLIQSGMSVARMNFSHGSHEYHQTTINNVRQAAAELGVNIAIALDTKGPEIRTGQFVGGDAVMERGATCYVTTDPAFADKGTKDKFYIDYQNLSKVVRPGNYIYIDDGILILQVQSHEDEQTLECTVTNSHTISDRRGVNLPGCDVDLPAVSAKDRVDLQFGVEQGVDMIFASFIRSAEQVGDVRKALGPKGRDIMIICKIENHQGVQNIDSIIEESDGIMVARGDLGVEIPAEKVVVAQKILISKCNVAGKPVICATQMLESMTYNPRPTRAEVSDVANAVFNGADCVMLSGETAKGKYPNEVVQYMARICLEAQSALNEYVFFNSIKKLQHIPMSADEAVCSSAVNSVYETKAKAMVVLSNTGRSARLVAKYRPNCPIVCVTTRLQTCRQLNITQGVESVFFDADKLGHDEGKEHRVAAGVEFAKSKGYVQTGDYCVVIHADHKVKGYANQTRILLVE
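In 50 mM imidazole pH 7.2 with 7 mM MgCl2, LmPK (0.1 nM) turned over PEP (0.5 mM) and ADP (0.1 mM) for 1 h at room temperature. Luciferase read-out of ATP.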
Shiga inhibitor = inhibitors of Shiga toxin in Vero cells. inhibition, % at 38.7 µM. 290,000 tested, 9.2% active. Vero cells, Shiga toxin protein synthesis inhibition reporter. AID 2315; in the data active = inhibition mostly above about 28%, no sharp cut-off; inactive = mostly below about 43%; note: 0% is about no effect
* hit, by the source's call; ? = inconclusive; . = not tested or not shown; & = joins results of further samples; [ ] = remark or other dose. Unless noted, calls come from the whole dose curve; as a rule, active = well fitted curve in the direction sought with a large enough effect; inconclusive = small, poorly fitted or top-dose-only effect, or another doubt; inactive = no such curve, though single readings can be large; an effect the other way counts as inactive or inconclusive.

Screens in order – Pf growth 96h, TbPYK inhibitor, Pf growth 48h, Cycloheximide cs, AmpC no deterg, LmPK inh, Shiga inhibitor
> COCCN1C(=O)C(=O)/C(=C(/O)c2ccc(OC(C)C)cc2)C1c1cccnc1 (stereo not given)
    14.7µM*, -14.0%, 4.9%, -1.8, -20.9%, -0.2%, -3.1
> Cc1ccc(S(=O)(=O)Cc2ccc(C(=O)N3CCN(c4cccc(C)c4C)CC3)o2)cc1
    3.7µM*, 2.1%&-13.5%, -1.9%, -2.7, 50.4%, -5.5%, -8.2
> CN(C)CCNc1nc2sc3c(c2c(=O)n1Cc1ccccc1)CCCCC3
    ?, 1.0%, ?, -1.4, 28.8%, 2.5%, -6.3
> COc1ccccc1C1CC(=O)NC(C)=C1C(=O)OCC1CCCO1 (stereo not given)
    ?, 2.7%, -11.9%, -3.1, 2.5%, 1.8%, -13.2
> COc1ccc(CCN(C)C(=O)CSc2nnnn2C)cc1OC
    10.4µM*, 4.2%, 27.3%, 0.5, -9.8%, 3.1%, 15.4
> O=C(CC1Nc2ccccc2NC1=O)Nc1ccccc1NC(=O)CC1Nc2ccccc2NC1=O (stereo not given)
    8.2%, ., 76.8%[activator], 34.5*, -17.2%, 3.2%, 73.6*
> CCCn1nc(C(=O)OCC(=O)Nc2cccc(OC)c2)c2ccccc2c1=O
    22.0%, 0.0%, -9.2%, 1.2, -6.1%[2.29 µM], 4.4%, -5.2
> C/C=C(\C)CN1CCCC(N(C)CCc2ccc(OC)c(OC)c2)C1 (stereo not given)
    -2.1%, 3.7%, ?, -3.0, -9.0%, -2.9%, -3.0
> CC(C)(C)OC(=O)N1CCC(C(=O)N[C@H](C(=O)O)c2ccccc2)(c2ccccc2)CC1
    0.0%, -0.2%, ?, 0.8, 0.8%, 5.9%, -3.4
> COc1ccc(-c2oc(NC(=O)CSc3nncn3C)c(C#N)c2-c2ccc(OC)cc2)cc1
    ?, 3.1%, ., -2.7, -28.6%, 8.7%, -11.2
> Cc1ccccc1NS(=O)(=O)c1ccc(Cl)cc1
    0.3%, 4.7%, 16.6%, 6.5, -36.9%, -2.8%, 24.5
> CSCCC(NC(N)=O)C(=O)Nc1ccc(F)c(Cl)c1 (stereo not given)
    45.8%[activator], -3.0%, -14.2%, -2.2, -4.3%, -1.5%, -2.6
> O=C(CN1C(=O)NC(c2ccccc2)(c2ccccc2)C1=O)NC1CCCC1
    ?, -15.2%, -1.1%, ., -9.9%, ., .
> CC(C)(C)NC(=O)CN(C(=O)C(=O)Nc1ccc2c(c1)OCCO2)C1CC1
    22.1%, -9.0%, 29.0%, -2.6, -3.7%, -1.2%, 15.9
> Cc1ccc(NC(=O)CSc2nnc(-c3ccncc3)n2C)cc1C
    64.2%[activator], -1.3%, 7.2%, -2.3, -10.3%, -2.0%, -10.7
> COc1ccccc1OCCNC(=O)C1CC(=O)N(Cc2ccc(C)cc2)C1 (stereo not given)
    -7.4%, -5.8%, ?, ., 78.1%[activator], ., .
> CCN(CC)CCCNC(=O)CCC(=O)Nc1ccc2nc(N3CCC(C)CC3)cc(C)c2c1
    ?, 5.8%, ?, -2.0, 65.4%[activator], -6.9%, 18.3
> CC(=O)NCCNC(=O)CCNC(=O)c1ccc(Cl)cc1
    1.2%, -9.7%, ., -3.7, -19.9%, -0.1%, -11.4
> Cc1ccc2c(c1)CCCN2CC(=O)Nc1cc(S(=O)(=O)N2CCCC2)ccc1Cl
    4.65µM*, 1.4%, 10.4µM*, ., -10.5%, ., .
> Cc1nnc(SCc2cccc(Oc3ccccc3)c2)n1N
    -3.6%, -2.1%, 16.4%, 20.7*, 3.0%, 2.1%, 5.0
> Cc1ccc(S(=O)(=O)CCC(=O)Nc2nnc(-c3ccco3)o2)cc1
    -16.5%, -0.1%, ?, ., -10.9%, ., .
> CN(C)S(=O)(=O)c1ccc(C(=O)Nc2cccnc2)cc1
    ., 4.0%, 8.6%, 0.5, -6.9%, -3.6%, -13.9
> Cc1ccc(C(=O)NNC(=O)COc2ccc(Cl)cc2C)o1
    -13.6%, 2.4%, -6.3%, ., -9.3%, ., .
> CC(C)(CNC(=O)CNC(=O)C1CCCCC1)N1CCOCC1
    -41.7%, 0.0%, -4.6%, ., 0.8%, ., .
> O=C(Nc1nnc(-c2cccc(F)c2)s1)Nc1ccccc1F
    13.6%, 4.1%, 57.6%[activator], 3.3, -20.0%, 1.7%, -3.2
> NNc1ccc(Cl)nn1
    ?, -2.8%, -18.3%, 22.4*, -25.1%, 0.2%, 23.8
> CC(C)CN(C(=O)CCC(=O)OC(C)C(=O)Nc1cccc(C#N)c1)c1c(N)n(CC(C)C)c(=O)[nH]c1=O (stereo not given)
    -0.2%, 0.7%, 1.2%, ., 71.3%[activator], ., .
> CCOC(=O)N1CCC(NC(=O)C2CCCCN2S(=O)(=O)c2ccc(F)cc2)CC1 (stereo not given)
    1.04µM*, 15.2%, ., -3.6, 40.3%, -0.1%, 2.1
> Cc1cc(C)cc(C(=O)Oc2cc(C)[nH]c(=O)c2[N+](=O)[O-])c1
    -5.3%, -2.2%, -3.6%, -1.1, -9.4%, 0.3%, 8.2

Taken from above:
COc1ccccc1OCCNC(=O)C1CC(=O)N(Cc2ccc(C)cc2)C1 (stereo not given) @ AmpC no deterg = 78.1%[activator]
O=C(Nc1nnc(-c2cccc(F)c2)s1)Nc1ccccc1F @ Shiga inhibitor = -3.2

Entries above containing nitrogen in an aromatic ring, in the order listed:
Screens in order – Pf growth 96h, TbPYK inhibitor, Pf growth 48h, Cycloheximide cs, AmpC no deterg, LmPK inh, Shiga inhibitor
> COCCN1C(=O)C(=O)/C(=C(/O)c2ccc(OC(C)C)cc2)C1c1cccnc1 (stereo not given)
    14.7µM*, -14.0%, 4.9%, -1.8, -20.9%, -0.2%, -3.1
> CN(C)CCNc1nc2sc3c(c2c(=O)n1Cc1ccccc1)CCCCC3
    ?, 1.0%, ?, -1.4, 28.8%, 2.5%, -6.3
> COc1ccc(CCN(C)C(=O)CSc2nnnn2C)cc1OC
    10.4µM*, 4.2%, 27.3%, 0.5, -9.8%, 3.1%, 15.4
> CCCn1nc(C(=O)OCC(=O)Nc2cccc(OC)c2)c2ccccc2c1=O
    22.0%, 0.0%, -9.2%, 1.2, -6.1%[2.29 µM], 4.4%, -5.2
> COc1ccc(-c2oc(NC(=O)CSc3nncn3C)c(C#N)c2-c2ccc(OC)cc2)cc1
    ?, 3.1%, ., -2.7, -28.6%, 8.7%, -11.2
> Cc1ccc(NC(=O)CSc2nnc(-c3ccncc3)n2C)cc1C
    64.2%[activator], -1.3%, 7.2%, -2.3, -10.3%, -2.0%, -10.7
> CCN(CC)CCCNC(=O)CCC(=O)Nc1ccc2nc(N3CCC(C)CC3)cc(C)c2c1
    ?, 5.8%, ?, -2.0, 65.4%[activator], -6.9%, 18.3
> Cc1nnc(SCc2cccc(Oc3ccccc3)c2)n1N
    -3.6%, -2.1%, 16.4%, 20.7*, 3.0%, 2.1%, 5.0
> Cc1ccc(S(=O)(=O)CCC(=O)Nc2nnc(-c3ccco3)o2)cc1
    -16.5%, -0.1%, ?, ., -10.9%, ., .
> CN(C)S(=O)(=O)c1ccc(C(=O)Nc2cccnc2)cc1
    ., 4.0%, 8.6%, 0.5, -6.9%, -3.6%, -13.9
> O=C(Nc1nnc(-c2cccc(F)c2)s1)Nc1ccccc1F
    13.6%, 4.1%, 57.6%[activator], 3.3, -20.0%, 1.7%, -3.2
> NNc1ccc(Cl)nn1
    ?, -2.8%, -18.3%, 22.4*, -25.1%, 0.2%, 23.8
> CC(C)CN(C(=O)CCC(=O)OC(C)C(=O)Nc1cccc(C#N)c1)c1c(N)n(CC(C)C)c(=O)[nH]c1=O (stereo not given)
    -0.2%, 0.7%, 1.2%, ., 71.3%[activator], ., .
> Cc1cc(C)cc(C(=O)Oc2cc(C)[nH]c(=O)c2[N+](=O)[O-])c1
    -5.3%, -2.2%, -3.6%, -1.1, -9.4%, 0.3%, 8.2

From PubChem
